BRCA1 expr up: BRCA1 expression activation | AID 624202 | MCF7-BRCA1-FFLuc reporter, luminescence, 48 h; response scale: scaled: vehicle 0%, 10 µM genistein 100% | 380,000 compounds, 1.1% hits | Potency, µM (doses to about 46.1 µM), for the others: top-dose activation, hits mostly activators; active = well fitted activation curve with a large enough effect; inconclusive = small, poorly fitted or top-dose-only effect; inactive = no such curve, though single readings can be large or run the other way; also: nearly all actives have a fitted effect of over 80% in size; some results filed as inactive show a strong effect at the top dose
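48 h compound treatment of MCF7-BRCA1-FFLuc cells (phenol-red free MEM, 37 °C), then 15 min with luciferase substrate and luminescence imaging.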
uPA surface inh: cell surface uPA generation inhibition. cell surface uPA generation assay, qHTS. Potency, µM (top dose mostly 38.3 µM), for inactives: at the top dose activity change, negative = inhibition, hits mostly inhibitors. 330,000 compounds, 0.31% hits. AID 540303; active = well fitted inhibition curve with a large enough effect; inconclusive = small, poorly fitted or top-dose-only effect; inactive = no such curve, though single readings can be large or run the other way; tested in mouse RAW 264.7 cells; also: % is scaled to controls: 0 for no effect and ±100 for the full control effect; nearly all actives have a fitted effect of over 55% in size
An asterisk follows results filed as active; ? = inconclusive; [ ] = remark or other dose. Potency is read from the fitted curve at half-maximal effect. This is a subset (hit frequency here may not be typical).

SMILES: CCN(C(=O)COC(=O)C1CCC(C(C)(C)C)CC1)c1c(N)n(Cc2ccccc2)c(=O)[nH]c1=O (configuration not stated)
  BRCA1 expr up: -25% | uPA surface inh: ?
SMILES: CC1CC2C3CCC4=CC(=O)CCC4(C)C3CCC2(C)C1(O)C(=O)CO (configuration not stated)
  BRCA1 expr up: -41% | uPA surface inh: 4%
SMILES: COc1ccn(C2CCCCO2)c(=O)n1 (configuration not stated)
  BRCA1 expr up: -2% | uPA surface inh: -1%
SMILES: O=C(N/N=C/c1cccnc1)c1ccc(Cl)c(Cl)c1
  BRCA1 expr up: -29% | uPA surface inh: -4%
SMILES: Cc1ccc(C)c(C2=NNC(=O)CC2)c1
  BRCA1 expr up: -3% | uPA surface inh: 4%
SMILES: O=C(CCn1c(=O)sc2ccccc21)NCCN1CCOCC1
  BRCA1 expr up: -4% | uPA surface inh: 0%
SMILES: CSc1cc(-c2ccco2)oc1C(=O)c1ccco1
  BRCA1 expr up: -2% | uPA surface inh: -13%
SMILES: CC(OC(=O)c1cccc(S(=O)(=O)N(C)C)c1)C(=O)NCC(=O)Nc1ccc(F)c(F)c1F (configuration not stated)
  BRCA1 expr up: -16% | uPA surface inh: 4%
SMILES: CN(C)c1ccc(/C=N/NC(=O)C[n+]2ccccc2)cc1
  BRCA1 expr up: 22% | uPA surface inh: 2%
SMILES: CCOC(=O)CN1C(=O)N[C@@H](c2ccccc2)[C@H](C(C)=O)[C@H]1C
  BRCA1 expr up: 2% | uPA surface inh: 2%
SMILES: CC(NS(=O)(=O)c1cccc(C(=O)N(C)Cc2ccc(N3CCOCC3)cc2)c1)c1ccccc1 (configuration not stated)
  BRCA1 expr up: -13% | uPA surface inh: 16%
SMILES: CCN(C(=O)COC(=O)/C(C#N)=C/c1cc(C)n(CCOC)c1C)c1c(N)n(Cc2ccccc2)c(=O)[nH]c1=O
  BRCA1 expr up: 3% | uPA surface inh: 8%
SMILES: C=C(c1cn(C(C)=O)c2ccccc12)c1cn(C(C)=O)c2ccccc12
  BRCA1 expr up: -67%[inhibitor] | uPA surface inh: 1%
SMILES: COc1ccc(C(CNC(=O)c2ccc(S(=O)(=O)Nc3ccccc3OC)cc2)N2CCCC2)cc1 (configuration not stated)
  BRCA1 expr up: -12% | uPA surface inh: ?
SMILES: COc1ccc2c(=O)cc(-c3ccncc3)oc2c1OC
  BRCA1 expr up: -38% | uPA surface inh: -9%

SMILES: O=C(CSc1ccc2nnc(-c3ccccc3)n2n1)N1CCCCC1
  BRCA1 expr up: 29% | uPA surface inh: -3%
SMILES: O=C(/C=C/c1ccccc1)NCCc1c[nH]c2ccccc12
  BRCA1 expr up: 11% | uPA surface inh: 0%
SMILES: CC(=O)OCC(=O)C1(O)CCC2C3CCC4=CC(=O)CCC4(C)C3C(O)CC21C (configuration not stated)
  BRCA1 expr up: -18% | uPA surface inh: -7%
SMILES: CCC(=O)NC(=S)Nc1ccccc1C(F)(F)F
  BRCA1 expr up: -13% | uPA surface inh: 3%
SMILES: Cc1ccc(C)c(S(=O)(=O)N(C)c2ccc(OC(=O)C3CCN(C(=O)Nc4ccccc4)CC3)cc2)c1
  BRCA1 expr up: -2% | uPA surface inh: -1%
SMILES: CCOC(=O)c1c(SCCN2CCCCC2)n(-c2ccccc2)c(=S)n(-c2ccccc2)c1=O
  BRCA1 expr up: 20% | uPA surface inh: 6%
SMILES: Cc1cc(=O)oc2cc(O)cc(OCc3ccccc3)c12
  BRCA1 expr up: -14% | uPA surface inh: 1%
SMILES: CCOC(=O)c1cccc(NC(=O)c2ccc(F)cc2F)c1
  BRCA1 expr up: ? | uPA surface inh: -17%
SMILES: CN(CC(=O)Nc1ccccc1Br)C(=O)c1ccccc1Sc1ccccc1C#N
  BRCA1 expr up: -11% | uPA surface inh: 4%
SMILES: O=c1ccc(Cl)nn1-c1ccccc1
  BRCA1 expr up: -1% | uPA surface inh: 0%
SMILES: Cc1ccc(CC2(OCCN(C)C)CCC(C(C)(C)C)CC2)cc1 (configuration not stated)
  BRCA1 expr up: -63% | uPA surface inh: -8%
SMILES: CCOC(=O)c1ccc(NC(=O)C2CC3CCC2C3)cc1 (configuration not stated)
  BRCA1 expr up: ? | uPA surface inh: -3%
SMILES: COC(=O)CNC(=O)CSc1nc2sc(-c3ccccc3)cc2c(=O)n1-c1ccccc1
  BRCA1 expr up: -1% | uPA surface inh: -3%
SMILES: CC(NCCN(C)C)C1CCC2C3CCc4cc(O)ccc4C3CCC12C (configuration not stated)
  BRCA1 expr up: -87% | uPA surface inh: -12%
SMILES: C=CCn1c(=O)[nH]c(=O)c2c(N)c(C(=O)c3ccc(OC)cc3)sc21
  BRCA1 expr up: -14% | uPA surface inh: -1%

The list goes on (5 carried over from the part before).
SMILES: Cc1ccc(CC2(OCCN(C)C)CCC(C(C)(C)C)CC2)cc1 (configuration not stated)
  BRCA1 expr up: -63% | uPA surface inh: -8%
SMILES: CCOC(=O)c1ccc(NC(=O)C2CC3CCC2C3)cc1 (configuration not stated)
  BRCA1 expr up: ? | uPA surface inh: -3%
SMILES: COC(=O)CNC(=O)CSc1nc2sc(-c3ccccc3)cc2c(=O)n1-c1ccccc1
  BRCA1 expr up: -1% | uPA surface inh: -3%
SMILES: CC(NCCN(C)C)C1CCC2C3CCc4cc(O)ccc4C3CCC12C (configuration not stated)
  BRCA1 expr up: -87% | uPA surface inh: -12%
SMILES: C=CCn1c(=O)[nH]c(=O)c2c(N)c(C(=O)c3ccc(OC)cc3)sc21
  BRCA1 expr up: -14% | uPA surface inh: -1%
SMILES: Cc1nc2nc(C)n(CCN3CCOCC3)c(=O)c2c(-c2cccc([N+](=O)[O-])c2)c1C(=O)CCCCCCCCCCN1CCC(c2ccccc2)(c2ccccc2)CC1
  BRCA1 expr up: -97% | uPA surface inh: -10%
SMILES: CCOC(=O)c1oc2cc(O)cc(O)c2c(=O)c1OCc1ccccc1
  BRCA1 expr up: -2% | uPA surface inh: 6%
SMILES: O=C(NC1CCCCC1c1ccccc1)c1ccccc1 (configuration not stated)
  BRCA1 expr up: -21% | uPA surface inh: 6%
SMILES: CCCN1CCC(=O)NC1=S
  BRCA1 expr up: -6% | uPA surface inh: 6%
SMILES: Cc1ccc(S(=O)(=O)C(NC(=O)c2ccccc2)=C(Cl)Cl)cc1
  BRCA1 expr up: -80% | uPA surface inh: -16%
SMILES: Nc1ccc(CCc2ccccn2)cc1
  BRCA1 expr up: 119% | uPA surface inh: -9%
SMILES: CCOC(=O)C1(C(=O)OCC)COC(=O)C2(CC)OC21 (configuration not stated)
  BRCA1 expr up: -15% | uPA surface inh: 15%
SMILES: CN(c1ccccc1)S(=O)(=O)c1cc(C(=O)Nc2ccccc2N2CCOCC2)ccc1Cl
  BRCA1 expr up: -36% | uPA surface inh: -18%
SMILES: CC(C)CN1CC(C)C(=O)N(c2ccccc2)C1=S (configuration not stated)
  BRCA1 expr up: 11% | uPA surface inh: 0%
SMILES: CC(CCc1ccccc1)NC(=O)CCC1CCCC1 (configuration not stated)
  BRCA1 expr up: 4% | uPA surface inh: -1%
SMILES: CCOC(=O)/C=C1\SCC(=O)N1CC(O)CN1C(=O)CS/C1=C/C(=O)OCC (configuration not stated)
  BRCA1 expr up: -28% | uPA surface inh: 0%
SMILES: C=CCn1ccc(=O)nc1SC
  BRCA1 expr up: 19% | uPA surface inh: -7%
SMILES: Cc1ccccc1NC(=O)c1cc(-c2ccco2)nc2ccccc12
  BRCA1 expr up: 14% | uPA surface inh: -5%
SMILES: O=S(=O)(CCS(=O)(=O)c1ccccc1)c1ccccc1
  BRCA1 expr up: -30% | uPA surface inh: -8%
SMILES: CCN(C(=O)CSc1nc2ccccc2n1CC(C)C)c1c(N)n(Cc2ccccc2)c(=O)[nH]c1=O
  BRCA1 expr up: -7% | uPA surface inh: -1%

In the list so far, 4 contain a Cl atom:
SMILES: O=C(N/N=C/c1cccnc1)c1ccc(Cl)c(Cl)c1
  BRCA1 expr up: -29% | uPA surface inh: -4%
SMILES: O=c1ccc(Cl)nn1-c1ccccc1
  BRCA1 expr up: -1% | uPA surface inh: 0%
SMILES: Cc1ccc(S(=O)(=O)C(NC(=O)c2ccccc2)=C(Cl)Cl)cc1
  BRCA1 expr up: -80% | uPA surface inh: -16%
SMILES: CN(c1ccccc1)S(=O)(=O)c1cc(C(=O)Nc2ccccc2N2CCOCC2)ccc1Cl
  BRCA1 expr up: -36% | uPA surface inh: -18%

Continued:
SMILES: C=C(C1=CCN(S(=O)(=O)C(C)(C)C)[C@@H]1CCO)c1ccccc1
  BRCA1 expr up: -7% | uPA surface inh: 13%
SMILES: COc1ccc(C(=O)O/N=C2\C(=O)N(C)c3ccccc32)cc1
  BRCA1 expr up: 8% | uPA surface inh: 10%
SMILES: Cc1ccc(-n2nc(C)c3c2C(Br)C(C)(C)CC3=O)nc1 (configuration not stated)
  BRCA1 expr up: 29% | uPA surface inh: -14%
SMILES: Cc1nc(C(=O)Nc2cc(F)cc(Cl)c2)sc1C1(C)CC(c2ccccc2)=NO1 (configuration not stated)
  BRCA1 expr up: -38% | uPA surface inh: -20%
SMILES: O=C1[C@H]2[C@H](C=CC[C@H]2C(=O)N2CCOCC2)CCN1Cc1ccccc1
  BRCA1 expr up: 27% | uPA surface inh: 5%
SMILES: CC[C@H]1C=C[C@@H](C(C(=O)OC)C(=O)OC)CN1C(C)=O
  BRCA1 expr up: 11% | uPA surface inh: -13%
SMILES: COCCNCc1cc(C)n(-c2cc(S(=O)(=O)N3CCOCC3)ccc2N2CCCC2)c1C
  BRCA1 expr up: -9% | uPA surface inh: 0%
SMILES: CC(C)(C)NCC(=Cc1ccccc1)C(=O)c1ccccc1
  BRCA1 expr up: -84% | uPA surface inh: -10%
SMILES: CNC(=S)N1C2CCCC1CC(NC(=O)c1ccc(C)cc1)C2 (configuration not stated)
  BRCA1 expr up: -1% | uPA surface inh: 20%
SMILES: CN(C(=O)c1ccc(NC(=O)Cc2ccc(NC(=O)C3CCN(C(=O)C4CCCC4)CC3)cc2)cc1)C1CCCC1
  BRCA1 expr up: -5% | uPA surface inh: 11%
SMILES: C#Cc1ccc([C@H]2C=C(C(=O)NCc3nc4ccccc4[nH]3)O[C@@H](OCC)[C@@H]2CCCO)cc1
  BRCA1 expr up: -34% | uPA surface inh: 8%
SMILES: N#CC(CCc1ccccn1)c1ccccc1 (configuration not stated)
  BRCA1 expr up: 4% | uPA surface inh: -3%
SMILES: O=C(Cc1ccc(Cl)cc1)NCCc1ccc(F)cc1
  BRCA1 expr up: -1% | uPA surface inh: -3%
SMILES: COC(C[C@H](O)CC(=O)[C@@H](C)OCc1ccccc1)OC
  BRCA1 expr up: -19% | uPA surface inh: 1%
SMILES: COC(=O)c1c(NC(=O)Cc2cccs2)sc(C(=O)NC2CCCCC2)c1C
  BRCA1 expr up: 3.2µM* | uPA surface inh: 2%

SMILES: CCOC(=O)C1CCN(C(=O)c2ccc(NS(=O)(=O)c3ccc4[nH]c(=O)[nH]c4c3)cc2)CC1
  BRCA1 expr up: 6% | uPA surface inh: 12%
SMILES: COC(=O)CCc1c[nH]c2ccc([N+](=O)[O-])cc12
  BRCA1 expr up: ? | uPA surface inh: 3%
SMILES: O=C(CC1SC(N2CCCCC2)=NC1=O)Nc1cccc(C(=O)N2CCCC(C(F)(F)F)C2)c1 (configuration not stated)
  BRCA1 expr up: 11% | uPA surface inh: -2%
SMILES: COc1ccc(Cl)cc1C(=O)NN=C1CCCC1
  BRCA1 expr up: -12% | uPA surface inh: 5%
SMILES: OCc1ccc(N=Nc2ccccc2)cc1
  BRCA1 expr up: 3.2µM* | uPA surface inh: ?
SMILES: CCO[C@@H]1OC(C(=O)Nc2ccccc2)=C[C@H](C)[C@H]1CCCO
  BRCA1 expr up: -1% | uPA surface inh: 11%
SMILES: COc1ccc(OC)c(NC(=O)CSc2nc3[nH]c(=O)[nH]c(=O)c3s2)c1
  BRCA1 expr up: 0% | uPA surface inh: 1%
SMILES: O=C1Nc2ccc(S(=O)(=O)NCc3ccco3)c3cccc1c23
  BRCA1 expr up: -3% | uPA surface inh: -4%
SMILES: CC1(C)C[C@@H](O)CC2(C1)C[C@]1(C)CC(O)[C@H]2C(C)(C)C1 (some centres not stated)
  BRCA1 expr up: -27% | uPA surface inh: 11%
SMILES: Cc1ccccc1NC(=O)COC(=O)c1ccc2c(c1)C(=O)N(CCCN1CCOCC1)C2=O
  BRCA1 expr up: -4% | uPA surface inh: 0%
SMILES: O=C(O)CN1CCNCCN(CC(=O)O)CCNCC1
  BRCA1 expr up: -65% | uPA surface inh: -5%
SMILES: CCN(CC)c1ccc(/C=C2\CCC(/C=C(/C#N)C(=O)Nc3ccccc3F)=C2N2CCOCC2)cc1
  BRCA1 expr up: -3% | uPA surface inh: 0%
SMILES: CC(=O)NC1CC2CCCC(C1)N2C(=O)Nc1cccc(C(C)=O)c1 (configuration not stated)
  BRCA1 expr up: -11% | uPA surface inh: 20%
SMILES: CC1(C)CC=CC(COC(=O)c2ccccc2C(=O)O)C1 (configuration not stated)
  BRCA1 expr up: 65% | uPA surface inh: 7%
SMILES: O=C(NNC(=O)c1ccc(Cl)cc1Cl)c1ccc2ccccc2c1
  BRCA1 expr up: 12% | uPA surface inh: 3%
